eIF4E-4G inh: eIF4E–eIF4G protein interaction inhibitors, primary screen, biochemical, uHTS, TR-FRET, eIF4GI fragment. Eukaryotic translation initiation factor 4E (Mus musculus) + Eukaryotic translation …. TR-FRET eIF4E-eIF4GI(517-606) binding, 2 h. inhibition, % at 21.7 µM. actives 0.37% (n = 220,000);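 active = inhibition above about 30%, limit read from the data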;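 also: 0% = full FRET control wells and 100% = background wells lacking eIF4GI fragment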
TNF necrop inh: inhibitors of TNF-alpha triggered necroptosis, primary screen, cell-based, Jurkat FADD-/-, single concentration | Jurkat FADD-/- TNF necroptosis rescue, ATP luminescence, 24 h; 0 = TNF only, 100 = no-TNF cells | activation (protection from cell death), % at 10 µM | actives 0.068% (n = 220,000) | AID 463075, 2010;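 active = activation, meaning protection from cell death, of at least 50% relative to plate controls; inactive = activation below 50%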;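 also: necroptosis triggered by 40 ng/mL TNF-alpha added together with compound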
L929 necroptosis: inhibitors of zVAD-triggered necroptosis, primary screen, L929 cells. L929 zVAD necroptosis rescue, ATP luminescence, 24 h; with zVAD 60 µM. viability rescue, % at 10 µM. actives 0.38% (n = 220,000);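 active = activation, scaled between plate controls, above about 75%, limit read from the data; inactive = activation under that limit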;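 also: 0% = zVAD with DMSO and 100% = DMSO alone without zVAD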
PERK inh: block of dimerizer-induced PERK translation repression, primary screen, PERK inhibitor project, CHO PERK-DD cells, SEAP luminescence, HTS; AID 1416, 2008; actives 0.17% (n = 220,000); CHO PERK-DD fusion, SEAP luminescence translation reporter; inhibition, % at 5.6 µM;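 active = inhibition above the mean inhibition of all tested compounds plus 3 SD, set separately per screening campaign, cut at about 2.9% in these data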;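 also: PERK kinase domain activated by AP20187 dimerizer at 100 nM; 0% = DMSO with dimerizer and 100% = rapamycin at 8.4 µM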
Target sequence (Q9NZJ5 whole entry, looked up, the tested form may be a part): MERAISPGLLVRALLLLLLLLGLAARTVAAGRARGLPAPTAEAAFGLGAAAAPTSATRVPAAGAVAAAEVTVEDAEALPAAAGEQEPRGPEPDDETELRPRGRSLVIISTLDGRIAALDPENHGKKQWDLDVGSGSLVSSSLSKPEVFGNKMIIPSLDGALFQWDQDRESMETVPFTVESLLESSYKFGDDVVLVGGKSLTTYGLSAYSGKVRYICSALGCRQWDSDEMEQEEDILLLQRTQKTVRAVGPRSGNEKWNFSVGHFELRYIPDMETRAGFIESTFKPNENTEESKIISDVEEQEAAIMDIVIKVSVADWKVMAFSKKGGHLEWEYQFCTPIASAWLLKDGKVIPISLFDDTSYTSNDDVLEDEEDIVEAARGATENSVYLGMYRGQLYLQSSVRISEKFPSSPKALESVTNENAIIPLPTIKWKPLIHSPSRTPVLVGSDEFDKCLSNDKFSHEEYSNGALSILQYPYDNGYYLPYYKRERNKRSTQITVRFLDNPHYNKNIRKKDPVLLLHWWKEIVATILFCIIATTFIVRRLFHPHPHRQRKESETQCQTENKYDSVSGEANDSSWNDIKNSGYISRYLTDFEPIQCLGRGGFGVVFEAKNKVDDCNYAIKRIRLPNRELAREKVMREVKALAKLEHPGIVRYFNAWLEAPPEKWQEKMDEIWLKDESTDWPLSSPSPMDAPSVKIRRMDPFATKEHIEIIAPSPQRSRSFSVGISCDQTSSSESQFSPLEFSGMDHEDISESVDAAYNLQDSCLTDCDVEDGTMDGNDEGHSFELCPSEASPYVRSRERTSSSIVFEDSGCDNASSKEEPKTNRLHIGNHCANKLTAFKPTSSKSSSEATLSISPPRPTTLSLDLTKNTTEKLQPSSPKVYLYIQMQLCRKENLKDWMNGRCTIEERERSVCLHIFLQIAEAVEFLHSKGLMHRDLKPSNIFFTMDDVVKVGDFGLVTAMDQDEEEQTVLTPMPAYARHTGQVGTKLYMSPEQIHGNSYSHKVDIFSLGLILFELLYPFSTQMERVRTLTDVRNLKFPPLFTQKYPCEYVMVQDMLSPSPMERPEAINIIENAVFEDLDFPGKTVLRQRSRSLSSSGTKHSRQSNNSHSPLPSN
EBV gp42 block: Epstein-Barr virus gp42 inhibitors, primary screen, biochemical, uHTS, fluorescence polarization | Glycoprotein 42 (Epstein-Barr virus (strain AG876)), Q1HVG2 | Fluorescence polarization binding assay, mP read-out | inhibition, % (tested at 21.74 µM) | actives 0.42% (n = 220,000); in the data active = inhibition above about 50%
Rad51 HR inh: human RAD51 strand exchange inhibitors, primary screen, biochemical, fluorescence; DNA repair protein RAD51 homolog 1 (Homo sapiens), Q06609; AID 1385, 2008; actives 0.085% (n = 200,000); hRad51 DNA strand exchange, fluorescence dequenching; inhibition, % at 10 µM;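 active = inhibition above 40% at the single screening dose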;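 also: 0% = DMSO control wells and 100% = blanks with heterologous ssDNA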
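material = hRad51 filaments on single-stranded DNA | reagent = Donor/quencher-labelled 47-bp dsDNA substrate | compound = 10 µM final, single point | schedule = strand-exchange reaction 15 min at room temperature | measured by = fluorescein emission 520 nm, excitation 485 nm | read-out basis = % inhibition versus plate control and blank means | benchmarks = plate controls and plate blanks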
Mdm2 ligase inh: MDM2-luciferase reporter signal enhancers, primary screen, MDM2 E3 ligase inhibitor project, cell-based, luminescence, 1536-well | signal enhancement, % at 5 µM | cell-based MDM2 ubiquitination luciferase reporter, 2 h; 0 = plate control, 100 = twice control, blank-subtracted | actives 0.11% (n = 210,000) | AID 1230, 2008;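 active = signal enhancement of 30% or more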;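 also: luminescence tracks abundance of the self-degrading MDM2-luciferase fusion protein; higher signal means inhibition of MDM2 E3 ligase activity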
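System: stable MDM2–luciferase fusion reporter cells / Input: 2000 cells seeded into each well / Schedule: 4 h settle plus 2 h compound, 37 °C / Compound: single-point 5 µM / Buffer or medium: cells held in DMEM / Benchmarks: control and blank well means / Evaluation: percent signal gain over controls, blank-subtracted / Measured by: luciferase luminescence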
Cl transport mod: KCC2 cotransporter modulators, thallium flux, primary screen, cell-based, HEK293 KCC2, FluoZin-2 fluorescence, MLSMR. actives 2.2% (n = 190,000). KCC2 cells, thallium flux FluoZin-2 fluorescence. B-score of Tl+ flux slope (higher = more flux/activation; lower = inhibition) at 10 µM;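 active = thallium flux slope and its plate-corrected score both differing from the plate sample mean at a set confidence after two filtering rounds, in either direction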;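 also: slope of fluorescence scaled to starting intensity during 10 to 20 s after thallium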
Calpain2 inh: inhibitors of pig calpain II, primary screen, biochemical, fluorogenic peptide substrate, 1536-well; purified calpain II, 30 min; inhibition, % at 16 µM; actives 0.37% (n = 220,000); AID 1236, 2008;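 active = inhibition above about 50%, limit read from the data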
Starred values were filed as active, the others as inactive; i = inactive; x = not tested or not shown; [ ] = another dose, or the depositor's remark.

SMILES	eIF4E-4G inh	TNF necrop inh	L929 necroptosis	PERK inh	EBV gp42 block	Rad51 HR inh	Mdm2 ligase inh	Cl transport mod	Calpain2 inh
CCC(Oc1ccc(C)c(C)c1)C(=O)O (centres undefined)	-15[fluorescence artefact?]	-1.5	0.1	1.5	-21	-2	-22	1.7	-11
COC(=O)Cc1ccc(OCc2ccc(Cl)nc2)cc1	2	-0.3	0.0	0.0	12	x	-9	-0.42	21
COCCNC(=O)c1cc2cc(Br)cc(OC)c2oc1=O	3	-0.7	-1.0	2.1	-7	-3	2	0.65	15
Cc1cccc(-n2cnc(C(=O)N/N=C/c3ccccc3)c2)n1	0	0.5	-0.1	0.6	-12	-1	-17	-0.52	10
Cc1ccccc1C1=NC(c2ccc(F)cc2F)ON1 (centres undefined)	1	-1.1	0.3	1.2	-14	-12	-12	x	15
O=C(O)CC1(c2ccccc2)C(=O)c2ccccc2C1=O	0	1.2	4.1	1.4	-17	3	-8	0.26	-1
Cc1ccc(S(=O)(=O)N2CCC(=O)N(C(CO)Cc3ccccc3)CC2)cc1 (centres undefined)	1	2.2	3.6	0.4	-9	0	x	-1.2	-6
N#Cc1c(N)n(CCc2ccc(F)cc2)c2nc3ccccc3nc12	-8	0.5	-0.1	-0.9	-2	-11	-4	0.32	i
CC(C)c1nnc(NC(=O)C2CCCCC2)s1	0	0.5	0.3	0.9	-4	-3	-14	0.37	-12
COc1ccc(CCN2C(=O)CC(NCc3ccc4c(c3)OCO4)C2=O)cc1OC (centres undefined)	-1	0.1	1.0	-0.1	3	5	-18	x	15
CN(C(=O)COC(=O)c1cc(-c2ccccc2Cl)nc2ccccc12)C1CCS(=O)(=O)C1 (centres undefined)	0	-2.0	1.3	-1.8	9	9	-71	1.8	17
CN1CCN(C(=O)c2ccc(C(F)(F)F)cc2)CC1	0	-0.7	-0.4	0.4	-4	4	-80	-0.29	12
O=C(Nc1sc2c(c1C(=O)O)CCC2)c1ccccc1	12	0.1	-0.2	-0.7	-3	11	-12	x	6
CCOC(=O)N1CCC(N(CCN(C)C)C(=S)Nc2cccc(Cl)c2C)CC1	2	2.4	0.4	0.2	-13	-5	-24	0.37	0
COc1cccc(C(=O)COc2ccc3c(C)c(Cc4ccccc4)c(=O)oc3c2C)c1	4	4.8	x	-0.1	-1	x	-1	0.35	-52
CCn1cc(Cl)c(C(=O)Nc2nc3ccccc3n2CCN2CCCCC2)n1	-2	0.1	0.1	-1.0	1	-2	-11	x	5
Cc1cc(C(=O)N2CCCC2C(=O)O)c(C)o1 (centres undefined)	2	-0.2	-0.2	-0.1	-17	-6	5	-0.11	-14
CCOc1ccc2nc(N3CCOCC3)nc(C)c2c1	11	-1.9	-0.7	0.0	-14	7	-13	-0.01	i
CCOc1ccccc1-n1c(SCC(=O)NC)nnc1-c1ccco1	-6	-3.5	-0.3	-0.8	-18	-4	6	0.44	-21
COc1cc(C(=O)N(Cc2ccc(F)cc2)C2CCS(=O)(=O)C2)cc(OC)c1OC (centres undefined)	4[fluorescence artefact?]	-1.9	-0.3	0.6	-5	0	-18	0.093	-33
Nc1nonc1-n1nnc(C(=O)N/N=C/c2ccccc2Cl)c1COc1ccc(F)cc1	1	0.2	-0.3	-0.5	-12	30	-9	1.1	-8
O=C1C2C(C(=O)N1/N=C/c1cccc([N+](=O)[O-])c1)C1C=CC2C12CC2 (centres undefined)	-4	-0.9	0.2	1.3	-17	x	6	0.052	13
CCCC(=O)Nc1ccc(C(=O)Nc2ccc([N+](=O)[O-])cc2OC)cc1	7	0.2	1.5	-0.2	7	2	-10	-0.83	27
Cc1ccc(CN(Cc2ccccc2)C(=S)NCC(=O)NCc2cccnc2)o1	-4	-2.7	-0.3	-0.4	1	0	-7	0.13	-7
CCOC(=O)c1cnc(-c2ccccc2)nc1N1CCOCC1	4	0.6	5.4	0.1	-1	-9	-9	0.045	-12
Nc1nc(NCC2CCCO2)nc(Nc2cccc(F)c2)c1[N+](=O)[O-] (centres undefined)	-1	2.5	-0.1	0.3	-10	3	-11	1.2	5
O=C1C2CC=C(Cl)CC2C(=O)N1CN(Cc1ccco1)CN1C(=O)C2CC=C(Cl)CC2C1=O (centres undefined)	0	-0.4	0.9	1.5	-2	-15	-14	x	-144
CCOc1ccccc1Oc1coc2cc(OCC(=O)O)ccc2c1=O	7	0.6	2.8	1.4	-15	2	-6	0.24	4
O=C(O)CC12CSc3[nH]c(=O)sc3C1c1ccccc1OC2=O (centres undefined)	7[fluorescence artefact?]	3.2	1.6	0.1	-8	2	-9	x	54*
O=C(N/N=C\c1ccccn1)C1COc2cc3ccccc3cc2O1 (centres undefined)	2	-6.4	0.9	1.2	-6	21	-3	-0.1	-2
CCOc1ccc(NC(=O)CSc2nnc(Cc3cccn3C)n2-c2ccc(F)cc2)cc1	6	1.8	2.2	0.1	-4	8	-20	-0.027	-2
O=C(COC(=O)c1cnccn1)NCCc1ccccc1	-3[fluorescence artefact?]	-1.4	0.3	-0.3	-23	-4	x	-0.036	-11
CC(C)C[C@H](NC(=O)CCn1nnc2ccccc2c1=O)C(=O)O	0	0.4	-0.5	0.1	-2	-1	-2	0.35	5
Cc1ccccc1OCCn1c(=O)sc2ccccc21	1	-2.7	0.1	0.9	0	0	6	-0.14	-1
C=C(C)c1cccc(C(C)(C)NC(=O)NC2CCCC2)c1	9	0.7	0.4	0.4	-5	6	-6	-0.14	8
CCCCn1c(O)c(C(CC)=Nc2ccc3c(c2)CCC3)c(=O)[nH]c1=O	-18	-1.0	0.1	-0.7	-16	0	-22	x	44
O=C(NCc1ccc(F)cc1)C1Cc2ccccc2CN1C(=O)c1ccco1 (centres undefined)	1	0.9	0.0	0.0	-10	3	-9	0.12	-21
CCCCC(=O)O[C@H]1CC[C@H]2[C@@H]3CCc4cc(O)ccc4[C@H]3CC[C@]12C	-1	-0.7	12	1.7	1	-2	x	0.31	25
O=C(Nc1ccccc1C(=O)N1CCOCC1)c1ccc(Cl)cc1	-2	0.5	-0.1	0.9	0	30	10	-0.24	-37
COc1cccc(NC(=O)N(C2CCCCC2)C(C)c2cccs2)c1 (centres undefined)	-3	0.7	0.2	1.0	-6	1	3	0.39	49
CCCCSCCCNC(=S)Nc1ccccc1C	2	-9.1	-0.5	0.7	-2	12	-57	-0.38	19
S=C(Nc1cccc2ccccc12)NN1CCOCC1	7[fluorescence artefact?]	-6.2	-0.4	0.5	-15	-5	-2	0.22	-8
CCN(CC)CCNc1ccc(Cl)cc1[N+](=O)[O-]	x	-0.4	0.1	-0.1	x	6	x	-0.77	x
COc1ccc(N=C2SC(C(=O)Nc3ccc(C(=O)O)cc3)CC(=O)N2Cc2cccs2)cc1 (centres undefined)	-2	0.4	0.0	-0.2	-10	-2	-3	0.62	6
CC1CN(c2ncnc3c2oc2ccccc23)CC(C)O1 (centres undefined)	-2	-4.7	0.7	-1.0	7	-1	-9	x	-6
Nc1ccc2oc(C3CCCCC3)nc2c1	0	-12	2.7	0.8	-6	x	-8	-0.54	-10
Cc1ccc(CN2CCN(CC(=O)N/N=C/c3ccc(C)o3)CC2)cc1	4	0.1	-0.4	0.2	-1	x	-9	0.55	34
Cc1ccc(-c2csc(NC(=O)C3=NN(c4ccccc4)C(=O)CC3)n2)cc1	-4	-3.8	0.5	-0.1	5	2	10	-0.7	-40

Entries of single compounds from above. Values in the order: eIF4E-4G inh, TNF necrop inh, L929 necroptosis, PERK inh, EBV gp42 block, Rad51 HR inh, Mdm2 ligase inh, Cl transport mod, Calpain2 inh
COc1ccc(N=C2SC(C(=O)Nc3ccc(C(=O)O)cc3)CC(=O)N2Cc2cccs2)cc1 (centres undefined) in the list: -2, 0.4, 0.0, -0.2, -10, -2, -3, 0.62, 6
CCN(CC)CCNc1ccc(Cl)cc1[N+](=O)[O-] in the list: x, -0.4, 0.1, -0.1, x, 6, x, -0.77, x
CCCCSCCCNC(=S)Nc1ccccc1C in the list: 2, -9.1, -0.5, 0.7, -2, 12, -57, -0.38, 19

Further entries follow:
SMILES	eIF4E-4G inh	TNF necrop inh	L929 necroptosis	PERK inh	EBV gp42 block	Rad51 HR inh	Mdm2 ligase inh	Cl transport mod	Calpain2 inh
C=CCn1c(SCC(=O)Nc2ncc(Cc3ccc(Br)cc3)s2)nnc1-c1ccncc1	-19	-0.4	-0.6	0.0	10	0	-8	x	10
COc1ccc(C=O)cc1COc1ccc(F)cc1F	-17[fluorescence artefact?]	-12	0.0	-1.1	-14	-1	-8	-0.93	-102
C/C(Cn1nnc2ccccc21)=N\NC(=O)c1cccc(Br)c1	6	2.0	0.1	1.1	23	0	1	0.57	-1
N#Cc1ccsc1NC(=O)COC(=O)c1ccc(NC(N)=O)cc1	0	-0.9	61	0.6	10	-6	-11	0.92	-44
Cc1cccc(CN2CCc3c(OCC(=O)NCc4ccco4)cccc3C2=O)c1	-2	-5.1	-0.3	-0.9	-6	-10	-17	-1.1	6
O=C(COc1ccc(Br)cc1Cl)NC1CCCCC1	-2	-1.2	0.1	0.2	-7	x	-3	0.27	2
O=C(NC1CC1)C1=C[C@@H](c2csc3ccccc23)C[C@@H](OCCCCO)O1	-2	0.6	1.2	x	-20	-1	16	-0.68	-20
COc1cc(N/C(=N/S(=O)(=O)c2ccccc2)c2ccccc2)ncn1	4	-1.3	-0.9	1.3	1	6	-15	-0.65	26
COc1cc(SC)ccc1C(=O)OC1CCOC1=O (centres undefined)	2	-3.3	0.7	1.8	-25	-2	-14	-1.5	-36
CCOC(=O)C1CCN(C(=O)CN(c2ccc(OC)c(OC)c2)S(=O)(=O)c2ccccc2)CC1	-3	0.9	-1.2	-1.0	-9	1	-7	0.44	9
N#C/C(=C(/O)CN1CCN(c2ccccc2F)CC1)c1nc(-c2ccccc2)cs1	4	-4.0	0.3	0.5	12	-1	4	-2	-7
COc1ccc(-c2nc3scc(-c4ccc(OC)c(OC)c4)c3c(=O)o2)cc1	14	0.1	0.8	2.0	-24	-1	-12	x	-100
COc1ccc(N(C(=O)C(C)C)S(=O)(=O)c2ccc(Cl)cc2)cc1	3	12	0.8	0.1	-10	8	-15	0.071	0
COc1cc(NC(=O)Cn2cnc3ccccc3c2=O)c(OC)cc1Cl	-2	0.9	3.8	-0.4	-3	7	-4	0.33	-6

Bioassay records from PubChem BioAssay.
